Bioassay records as filed in PubChem BioAssay.
DUSP3 inh = VHR1 phosphatase inhibitors, primary screen, biochemical, absorbance, uHTS | inhibition, % at 13.3 µM | recombinant VHR phosphatase, pNPP absorbance | actives 0.52% (n = 290,000) | AID 1654, 2009; in the data active = inhibition above about 50%; note: some compounds called inactive have numbers as strong as hits
Target sequence (P51452 whole entry, looked up): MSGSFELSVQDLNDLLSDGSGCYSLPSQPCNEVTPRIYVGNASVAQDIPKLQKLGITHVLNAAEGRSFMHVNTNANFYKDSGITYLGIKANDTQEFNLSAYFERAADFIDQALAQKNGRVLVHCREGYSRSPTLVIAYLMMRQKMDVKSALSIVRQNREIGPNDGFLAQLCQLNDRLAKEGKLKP
MazF activator = activators of E. coli MazEF toxin-antitoxin RNase, primary screen, biochemical, fluorescence, uHTS. activation, % at 20 µM. AID 504720, 2011. actives 0.32% (n = 350,000). FAM/BHQ RNA-DNA oligo cleavage fluorescence, 5 h. Endoribonuclease toxin MazF (Escherichia coli (strain K12)), P0AE70; in the data active = activation above about 50%
Target sequence (P0AE70 whole entry, looked up): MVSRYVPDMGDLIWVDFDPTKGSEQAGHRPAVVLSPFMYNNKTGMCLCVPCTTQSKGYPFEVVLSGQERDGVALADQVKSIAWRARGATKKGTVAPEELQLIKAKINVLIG
Mtb UGM inh = M. tuberculosis UGM enzyme inhibitors, primary screen, biochemical, fluorescence polarization, single point; UDP-galactopyranose mutase (Mycobacterium tuberculosis (strain ATCC 25618 / H37Rv)), …; purified UGM, fluorescence polarization probe displacement; inhibition, % at 10 µM; actives 0.06% (n = 320,000); in the data active = inhibition above about 10%, passing the limit was not always enough; inconclusive = no clear call, values can overlap the other calls
Target sequence (P9WIQ1 whole entry, looked up): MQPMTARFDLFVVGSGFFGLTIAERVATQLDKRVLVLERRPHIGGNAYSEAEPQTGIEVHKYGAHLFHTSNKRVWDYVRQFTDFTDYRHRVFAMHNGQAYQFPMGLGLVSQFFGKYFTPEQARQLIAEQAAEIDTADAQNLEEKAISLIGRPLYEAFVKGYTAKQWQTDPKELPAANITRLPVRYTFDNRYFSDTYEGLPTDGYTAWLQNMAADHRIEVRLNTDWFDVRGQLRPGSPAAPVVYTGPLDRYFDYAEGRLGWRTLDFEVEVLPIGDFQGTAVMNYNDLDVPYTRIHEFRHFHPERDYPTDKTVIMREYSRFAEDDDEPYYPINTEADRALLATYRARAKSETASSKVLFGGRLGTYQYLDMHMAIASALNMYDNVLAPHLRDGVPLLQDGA
Mtb BioA inh = M. tuberculosis BioA enzyme inhibitors, primary screen, biochemical, plate reader, single point, HTS; 7,8-diaminopelargonic acid synthase BioA (Mycobacterium tuberculosis); purified M. tuberculosis BioA enzyme; inhibition, % at 9.99 µM; actives 0.096% (n = 360,000); AID 602481, 2012; in the data active = inhibition above about 40%; inconclusive = no clear call, values can overlap the other calls
Mtb FBA inh = Mtb FBA enzyme inhibitors, primary screen, biochemical, fluorescence, strain H37Rv | purified M. tuberculosis FBA, fluorescence read-out | inhibition, % at 1 µM | actives 2.3% (n = 360,000); in the data active = inhibition above about 27%;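 note: 0% = vehicle and 100% = reference inhibitor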
Target sequence (P9WQA3 whole entry, looked up): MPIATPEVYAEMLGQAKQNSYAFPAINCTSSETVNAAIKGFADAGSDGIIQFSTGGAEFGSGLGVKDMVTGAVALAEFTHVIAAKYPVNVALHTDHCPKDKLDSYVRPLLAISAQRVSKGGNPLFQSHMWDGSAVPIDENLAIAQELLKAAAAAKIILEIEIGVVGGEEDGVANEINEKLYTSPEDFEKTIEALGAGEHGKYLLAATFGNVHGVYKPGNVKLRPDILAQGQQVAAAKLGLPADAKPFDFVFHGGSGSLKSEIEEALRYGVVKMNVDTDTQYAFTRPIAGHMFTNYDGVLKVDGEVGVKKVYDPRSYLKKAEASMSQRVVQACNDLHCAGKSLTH
Rv3671c protease = Rv3671c serine protease inhibitors, primary screen, biochemical, fluorescence polarization, M. tuberculosis H37Rv; AID 2606, 2010; actives 0.048% (n = 320,000); inhibition, % at 5.96 µM; P9WHR9; in the data active = inhibition above about 38%;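 note: extracellular domain of Rv3671c used as enzyme; 0% = enzyme with DMSO and 100% = no enzyme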
GDH-TPI counter = GDH-TPI coupling enzyme inhibitors, primary screen, artefact control for M. tuberculosis FBA inhibitor project, biochemical, absorbance, full deck; GDH-TPI coupled enzyme counterscreen, NADH absorbance; inhibition, % at 4.8 µM; AID 588335, 2011; actives 1.2% (n = 360,000);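 note: 0% = DMSO wells and 100% = wells lacking the enzyme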
FadD28 FP inh = inhibitors of FadD28 bisubstrate probe binding, primary screen, biochemical, fluorescence polarization, single point; Mycobacterium tuberculosis FadD28 fatty-acid-AMP ligase; actives 0.22% (n = 360,000); inhibition, % at 12.5 µM; in the data active = inhibition above about 8.5%, passing the limit was not always enough; inconclusive = no clear call, values can overlap the other calls
BoNT-F LC inh = BoNT/F light chain protease inhibitors, primary screen, biochemical, flow cytometry, MLPCN library. Botulinum neurotoxin type F light chain protease (Clostridium botulinum). Multiplex microsphere protease cleavage assay. inhibition, % at 10 µM. actives 0.22% (n = 360,000). AID 588497, 2011; in the data active = inhibition above about 35%, passing the limit was not always enough; inconclusive = no clear call, values can overlap the other calls; note: plate controls were buffer without enzyme for full effect and enzyme alone for no effect
CCHFV vOTU inh = CCHFV vOTU protease inhibitors, primary screen, biochemical, Pep-AMC substrate, fluorescence | inhibition, % at 11.5 µM | Crimean-Congo hemorrhagic fever virus L polyprotein viral ovarian tumor (vOTU) protease … | actives 0.55% (n = 370,000); note: 0% = vehicle wells with enzyme and 100% = no enzyme wells
* marks the source's active call; other numbers are inactive results; u = inconclusive; x = not tested or not shown. Cut-off read from the data, not from the text of the source, unless noted: active = inhibition above about 30%; inactive = the rest.

SMILES | DUSP3 inh | MazF activator | Mtb UGM inh | Mtb BioA inh | Mtb FBA inh | Rv3671c protease | GDH-TPI counter | FadD28 FP inh | BoNT-F LC inh | CCHFV vOTU inh
Cc1cc(C)n2nc(SCC(=O)N(C)c3c(N)n(Cc4ccccc4)c(=O)[nH]c3=O)nc2n1 | 26 | x | 2.8 | x | 0 | -1 | 1 | -5.1 | 0 | x
CCOC(=O)C(CCC(C)=O)C(=O)c1ccccc1 (stereo not given) | -10 | 0 | -2.9 | 0.4 | -1 | -5 | 0 | -2.4 | -3 | 5
CCOC(=O)c1ccc(C(=O)OCC)nc1 | -14 | -10 | -1.5 | x | 3 | 6 | 4 | -1.6 | -8 | 9
Cc1cccc(Nc2nc(NCc3ccco3)c3ccccc3n2)c1 | -6 | 14 | -2.2 | x | 6 | 34 | 6 | -6.3 | -1 | 14
Cc1ccc(N2CC(C(=O)O)CC2=O)cc1 (stereo not given) | 16 | 5 | 0.3 | x | -2 | 5 | -11 | -3.9 | 0 | 5
O=P(OC1CCCCC1)(OC1CCCCC1)C(Nc1ccccc1)c1cccnc1 (stereo not given) | 39 | 6 | -4.3 | 2.3 | -1 | 9 | 1 | 0.6 | u | 5
O=C(O)/C=C/c1cn(-c2ccccc2)nc1-c1ccc2c(c1)OCCO2 | 4 | 12 | 3.3 | -1.0 | 4 | -14 | -2 | -1.2 | 2 | 3
CCOC(=O)C(=CNc1cscc1S(=O)(=O)C(C)C)C(=O)OCC | 13 | 6 | 0.9 | x | 1 | 9 | 2 | -1.8 | 1 | -8
Cc1ccnc(-n2c(C)cc(C=O)c2C)c1 | 16 | -16 | -0.5 | x | -2 | 2 | 2 | -0.4 | -7 | -6
C=CCc1c(O)nc(SCC(=O)c2ccccc2)[nH]c1=O | -4 | -11 | -6.2 | -0.9 | 1 | 9 | -9 | -3.3 | 3 | -10
CC1CCN(C(=O)CN(C2CCCCC2)S(C)(=O)=O)CC1 | -4 | -3 | 0.2 | -1.3 | 3 | 2 | -1 | 1.9 | 2 | 6
CCCNC(=O)NC(=O)CN1C(=O)NC(C)(c2ccc3ccccc3c2)C1=O (stereo not given) | 14 | 4 | -0.6 | 1.7 | 0 | 0 | -5 | -1.3 | 8 | 15
CCN1CCN(c2cc(C)c3cc(NC(=O)c4cc(OC)cc(OC)c4)ccc3n2)CC1 | -4 | -3 | -0.3 | 0.3 | 3 | 16 | 34* | -3.0 | -11 | -9
O=C(NCc1ccccn1)c1ccc(N2CCCC2=O)cc1 | 4 | 6 | -2.5 | -1.4 | -1 | 5 | 3 | -1.9 | 6 | 3
CC(C)C[C@H]1CNC(=O)C(=O)N1CC1CCN(CCc2ccc(-c3ccccc3)cc2)CC1 | x | -11 | x | -1.0 | 6 | x | 5 | -1.6 | -7 | 7
Cc1ccc(CSc2nncn2-c2ccccn2)cc1 | 16 | 7 | -2.5 | 0.0 | 1 | 0 | 4 | -2.7 | -20 | -4
CCN(CC(=O)Nc1c(F)cccc1F)C(=O)C1CC(=O)N(CCc2ccccc2)C1 (stereo not given) | x | 7 | 0.3 | x | 2 | 7 | -2 | -2.0 | 1 | -10
COc1cc(CNC(C)(C)C)cc(Br)c1OCc1cccs1 | 19 | 11 | 3.3 | 0.4 | 3 | 4 | 7 | -3.0 | -12 | -1
Cc1nc(C(C)N(C)Cc2nc(Cc3ccccc3F)no2)c(C)s1 (stereo not given) | 8 | 1 | -0.7 | 1.6 | 2 | 2 | -1 | 0.8 | 4 | 4
Cc1c(C)c2ccc(OCC(=O)NCc3ccccn3)cc2oc1=O | 11 | 14 | 0.5 | 1.1 | 81* | 3 | 2 | -2.3 | 3 | -37
Cc1ccccc1OC(=O)Cn1c(C(F)(F)F)nc2ccccc21 | 32 | 5 | -1.2 | 0.9 | 5 | -9 | -5 | -0.7 | -8 | 7
Cc1ccc(-n2nnnc2SCC(=O)NCC2(N3CCCCC3)CCCCC2)c(C)c1 | x | 5 | 0.5 | -3.1 | -3 | -7 | -4 | -0.2 | -17 | 4
CCCCNC(=O)Cn1cnc([N+](=O)[O-])n1 | 47 | 6 | -1.8 | -1.6 | -4 | -3 | 8 | -0.8 | 40* | 1
CCCCCC1CCC(C(=O)N2CCOCC2)CC1 (stereo not given) | 4 | 3 | 0.2 | 0.2 | 0 | 0 | 0 | -4.1 | u | -2
COc1ccc(CCN(C)C(=O)COC(=O)/C=C/c2ccc(C)o2)cc1OC | x | 4 | x | 1.5 | -2 | x | 21 | -1.5 | 7 | 3
Cc1ccc(C(=O)NCc2ccc(Cl)c(Cl)c2)o1 | 1 | 0 | 2.6 | 1.0 | 5 | 5 | -2 | -0.9 | 22 | 2
Nc1ccccc1-n1cccc1 | 45 | 13 | -1.2 | 0.0 | 25 | -8 | -2 | -0.1 | x | -20
COc1cccc(/C=N/NC(=O)c2ccc(COc3ccc(Cl)cc3Cl)o2)c1 | 14 | 35 | 1.4 | -1.9 | 0 | 3 | 2 | -4.0 | 18 | 9
COc1ccc(NC(=O)C[C@H]2C(=O)N(Cc3ccccc3)C[C@@H]2C)cc1 | x | 6 | x | 6.4 | 0 | x | 0 | 0.6 | -7 | -4
O=S(=O)(c1ccccc1)N1CCN(c2nc3ccccc3s2)CC1 | 24 | 1 | 1.8 | -3.0 | -4 | 4 | 11 | 1.3 | -7 | 7
O=C(CCCN1C(=O)c2ccccc2C1=O)N1CCOCC1 | 9 | 4 | 0.8 | x | 0 | -7 | -7 | -1.8 | 2 | 28
Cc1ccc(S(=O)(=O)N2CCC(=O)N(CCOC(=O)Nc3ccc(C)c(C)c3)CC2)cc1 | 16 | 10 | -0.7 | -0.5 | -2 | -9 | 1 | -2.6 | -11 | -1
N/C(=N\OC(=O)CCC(=O)O)c1ncc(C(F)(F)F)cc1Cl | 17 | -18 | -0.7 | x | 6 | 2 | 4 | 1.3 | 0 | 23
OCC1(CCc2ccccc2)CCN(Cc2cnc(N3CCCC3)s2)CC1 | -17 | -8 | -6.0 | -3.5 | 0 | 10 | 23 | -1.4 | -9 | 0
CCCCOC(=O)Nc1nc(CC(=O)OCC)cs1 | -4 | -2 | -0.8 | 0.7 | -1 | -4 | 18 | -0.9 | 1 | 8
CC1(C)CC(NC(=O)Nc2ccc([N+](=O)[O-])cc2)CC(C)(C)N1 | 13 | 5 | 2.0 | 0.2 | -1 | -5 | 32* | 1.0 | -1 | 11
Cc1ccc(C(=O)CC(SCC(=O)O)c2ccc([N+](=O)[O-])cc2)cc1 (stereo not given) | -3 | -2 | 2.2 | x | 1 | -20 | 8 | -0.3 | -2 | -13
COCCNC(=O)/C(C#N)=C/c1ccc2c(c1)OCO2 | 11 | -4 | -0.3 | x | 1 | 1 | 22 | -0.2 | -1 | -3
O=C(NCc1ccccc1)NC1(C(=O)N2CCN(c3ncccn3)CC2)CCCCC1 | 28 | -7 | -0.1 | -1.2 | -3 | 8 | 1 | -0.7 | 1 | -7
COc1ccc(S(=O)(=O)Nc2cc3c4c(oc3c3ccccc23)CC(C)(C)CC4=O)cc1 | 27 | -3 | 1.0 | -1.0 | 0 | -69 | -7 | -6.3 | -16 | 13
Cc1ccc(S(=O)(=O)NC(CC(=O)NCc2ccco2)c2ccco2)cc1 (stereo not given) | 31 | 12 | 1.9 | x | 1 | -2 | -1 | -2.0 | -5 | 7
Cc1cccnc1 | x | 4 | -1.1 | -0.6 | -1 | -24 | 1 | -2.1 | -7 | 5
Cc1ccc(NC(=O)CCC(=O)NNC(=O)Cc2ccccc2)cc1C | 27 | -2 | -0.7 | -1.4 | 2 | -8 | 3 | -1.6 | -3 | 25
N#Cc1cc(Cl)c(NCC2CCCO2)cc1C#N (stereo not given) | 1 | 3 | 3.8 | -2.1 | 38* | 5 | 21 | -2.4 | -2 | -29
CC(C)CNC(=O)C1CCN(S(=O)(=O)c2ccc(-n3cnnn3)cc2)CC1 | -30 | 9 | -1.9 | -1.1 | 1 | 0 | -1 | -1.6 | 1 | 11
COCCCNC(=O)c1ccc(CNS(=O)(=O)c2ccc(NC(C)=O)cc2)cc1 | 12 | 6 | 0.5 | -3.2 | 1 | -4 | 8 | 1.3 | 0 | -1
c1ccc(-c2onc3cc4c(cc23)OCCO4)cc1 | 3 | 9 | -3.6 | 5.5 | 6 | -2 | 10 | -5.2 | -4 | 6
COc1cc2c(C(=O)N(C)c3cc(Cl)ccc3OC)cn(C)c(=O)c2cc1OC | 7 | -2 | -1.8 | -2.1 | 1 | -4 | 1 | -1.4 | -4 | 0
COCCn1c(=O)c2c(nc3n2CCCN3CCc2ccccc2)n(C)c1=O | -11 | 4 | 0.2 | 10 | -2 | -3 | -5 | -1.5 | 12 | -8
CCOC(=O)COc1c(OC)cc(Cl)cc1C1Nc2ccccc2C(=O)N1c1ccccc1 (stereo not given) | 27 | -10 | -1.6 | -0.1 | 39* | -3 | 6 | -2.4 | -2 | -54
O=C(CCCN1C(=O)/C(=C\c2cccs2)SC1=S)Nc1ccccn1 | 5 | 0 | -0.6 | 0.9 | -1 | 5 | -4 | -4.1 | 4 | 1
COC(=O)c1ccccc1N(Cc1ccccc1)S(C)(=O)=O | 6 | 2 | 3.5 | 0.3 | 1 | 2 | -1 | -0.5 | 8 | 2
O=C(COC(=O)c1ccc(O)cc1O)NC(=O)NCc1ccccc1 | x | 4 | x | 4.1 | 0 | -6 | 2 | -2.9 | -6 | 15
O=C(NCCN1CCOCC1)c1ccc2c(c1)N(Cc1ccc(Cl)cc1)C(=O)CS2 | 10 | 4 | 1.7 | 3.5 | -1 | -3 | -8 | -2.8 | 33 | 2
Cc1ccc(C)c(NC(=S)NC(NC(=O)OCc2ccccc2)C(Cl)(Cl)Cl)c1 (stereo not given) | 8 | 8 | 0.5 | x | 3 | 2 | -39 | -0.7 | -5 | 1
O=C(Nc1ccccc1)c1cn2ccccc2n1 | 31 | 0 | -1.0 | -1.1 | -1 | -1 | 24 | -2.1 | -2 | 6
CCOc1c(Br)cc(/C=C(\C#N)C(=O)NC2CC2)cc1OC | 14 | -5 | -0.5 | 0.2 | 0 | -6 | 12 | -0.5 | -9 | -13
C/C(=N\NC(N)=S)c1ccc2c(c1)OCCO2 | 32 | 0 | -1.2 | x | 0 | -6 | 15 | -1.3 | 1 | 16

Some of the entries so far, with values under each structure.
Sequence of screens: DUSP3 inh	MazF activator	Mtb UGM inh	Mtb BioA inh	Mtb FBA inh	Rv3671c protease	GDH-TPI counter	FadD28 FP inh	BoNT-F LC inh	CCHFV vOTU inh
- O=C(CCCN1C(=O)/C(=C\c2cccs2)SC1=S)Nc1ccccn1
→ 5	0	-0.6	0.9	-1	5	-4	-4.1	4	1
- COCCn1c(=O)c2c(nc3n2CCCN3CCc2ccccc2)n(C)c1=O
→ -11	4	0.2	10	-2	-3	-5	-1.5	12	-8
- CCOc1c(Br)cc(/C=C(\C#N)C(=O)NC2CC2)cc1OC
→ 14	-5	-0.5	0.2	0	-6	12	-0.5	-9	-13
- COC(=O)c1ccccc1N(Cc1ccccc1)S(C)(=O)=O
→ 6	2	3.5	0.3	1	2	-1	-0.5	8	2
